# LmPK inhibitor = inhibitors of Leishmania mexicana pyruvate kinase | AID 1721 | Potency, µM (top dose mostly 57.5 µM), inactives show top-dose activity change, negative = inhibition, usual class: inhibitors | Q27686 | purified LmPK, Kinase-Glo ATP luminescence, 1 h | actives 0.37% (n = 290,000); note: potency is the fitted concentration of half-maximal effect; % is set by controls: 0 for no effect and ±100 for the full control effect
# Target sequence (Q27686 whole entry, looked up): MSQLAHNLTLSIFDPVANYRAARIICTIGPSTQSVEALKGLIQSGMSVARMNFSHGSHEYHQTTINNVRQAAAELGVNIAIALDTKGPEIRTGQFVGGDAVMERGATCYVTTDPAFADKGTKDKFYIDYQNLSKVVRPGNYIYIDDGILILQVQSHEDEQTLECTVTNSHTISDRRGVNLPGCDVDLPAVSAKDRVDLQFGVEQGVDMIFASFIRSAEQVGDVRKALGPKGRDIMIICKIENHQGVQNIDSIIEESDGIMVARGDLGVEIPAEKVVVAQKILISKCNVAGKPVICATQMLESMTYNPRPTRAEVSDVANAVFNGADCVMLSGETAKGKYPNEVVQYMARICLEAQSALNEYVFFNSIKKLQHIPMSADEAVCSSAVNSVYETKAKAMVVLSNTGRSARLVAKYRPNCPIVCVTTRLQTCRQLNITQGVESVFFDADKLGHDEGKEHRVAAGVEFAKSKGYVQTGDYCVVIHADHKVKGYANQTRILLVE
#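 qHTS format; LmPK 0.1 nM; substrates PEP 0.5 mM and ADP 0.1 mM. One-hour room-temperature incubation, then coupled luciferase luminescence; 0.5 nM enzyme wells mark activation.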
# AMA1-RON2 inh = inhibitors of Plasmodium falciparum AMA1-RON2 interaction; AlphaScreen AMA1-biotinylated RON2 peptide binding; Potency, µM (series often up to 58.2 µM), for the others: top-dose activity change, negative = inhibition, hits mostly inhibitors; actives 0.2% (n = 360,000);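 note: potency is the fitted concentration of half-maximal effect; 0% = vehicle wells and -100% = peptide control; nearly all actives have a fitted effect of over 45% in size; some results filed as inactive show a strong effect at the top dose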
#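 AMA1 (3D7) with his tag at 25 nM final met compounds first, then biotinylated RON2 peptide at 25 nM; detection used donor plus acceptor beads, 10 µg/mL apiece, read by AlphaScreen after 30 min at room temperature.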
# TbPYK inhibitor = inhibitors of Trypanosoma brucei pyruvate kinase | Q57TT1 | TbPYK enzyme, Kinase-Glo Plus ATP luminescence, 45 min | Potency, µM (series often up to 76.8 µM), for the others: at the highest dose activity, negative = inhibition, usual class: inhibitors | actives 0.12% (n = 410,000); note: potency is the fitted concentration of half-maximal effect; % is set by controls: 0 for no effect and ±100 for the full control effect; nearly all actives have a fitted effect of over 50% in size
#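 Enzyme and substrate buffer are dispensed first and compound is pin-transferred. ADP at 130 uM final then starts the reaction, which runs 45 min at room temperature. Detection reagent is added for 10 min before luminescence is imaged.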
# Shiga inhibitor = inhibitors of Shiga toxin in Vero cells; Vero cells, Shiga toxin protein synthesis inhibition reporter; inhibition, % at 38.7 µM; actives 9.2% (n = 290,000); in the data active = inhibition mostly above about 28%, no sharp cut-off; inactive = mostly below about 43%; note: 0% is about no effect
# Cycloheximide cs = counter-screen for Shiga toxin inhibitors: cycloheximide protein synthesis inhibition; max response, %; actives 12% (n = 300,000); cell reporter, cycloheximide protein synthesis inhibition counterscreen; in the data active = max response mostly above about 13%, no sharp cut-off; inactive = mostly below about 14%; note: read at 38.3 µM for the half of the compounds with a filed dose; 0% is about no effect
# Pf growth 96h = P. falciparum growth inhibition at 96 hour, primary screen for plastid delayed-death inhibitors | P. falciparum luciferase reporter growth, 96 h | Potency, µM (highest dose often 28.7 µM), for the others: at the top dose activity change, negative = inhibition, usual class: inhibitors | actives 6.9% (n = 320,000); note: potency is the fitted concentration of half-maximal effect; % is set by controls: 0 for no effect and ±100 for the full control effect
#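 Compounds incubated with erythrocytes infected by luciferase-expressing P. falciparum (2% hematocrit, 0.05% parasitemia final) for 96 hours, 37 C in 5% CO2. Growth inhibition scored as decreased luciferase luminescence.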
# Pf growth 48h = P. falciparum growth inhibition at 48 hours (one generation); AID 504832; actives 5.9% (n = 310,000); P. falciparum luciferase growth in erythrocytes, 48 h; Potency, µM (doses to about 28.7 µM), for inactives: at the top dose activity change, negative = inhibition, most hits filed as inhibitors; note: potency is the fitted concentration of half-maximal effect; % is set by controls: 0 for no effect and ±100 for the full control effect
#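 Growth was read as firefly luciferase luminescence after a 48 h, 37 C, 5% CO2 exposure of compounds to reporter-bearing P. falciparum cultures (0.1% parasitemia, 2% hematocrit final) in Albumax-supplemented RPMI 1640.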
# * marks the source's active call; other numbers are inactive results; i = inactive; ? = inconclusive; . = not tested or not shown; & = joins results of further samples; [ ] = remark or other dose. Unless noted, calls come from the whole dose curve; as a rule, active = well fitted curve in the direction sought with a large enough effect; inconclusive = small, poorly fitted or top-dose-only effect, or another doubt; inactive = no such curve, though single readings can be large; an effect the other way counts as inactive or inconclusive.
SMILES,LmPK inhibitor,AMA1-RON2 inh,TbPYK inhibitor,Shiga inhibitor,Cycloheximide cs,Pf growth 96h,Pf growth 48h
CC(=O)Nc1sc(C)c(C)c1C(=O)Nc1ccc(C)cc1,0.1%,0.0%,1.2%,-9.4,-1.8,36.6%[activator],38.8%[activator]
COc1ccc(CNC(=O)c2cc3cccc(OC)c3oc2=N)cc1,9.3%,-4.8%,-9.7%,-2.8,-1.7,52.1%[activator],-5.4%
Cc1ccccc1N(C(=O)c1snc(C(N)=O)c1N)C(C(=O)NCC1CCCO1)c1ccc(F)cc1 (centres undefined),-6.6%,6.9%,6.8%,-16.1,7.4,1.2%,?
Cc1ccc(NC(=O)COC(=O)c2cc(Cl)cc(Cl)c2)c(Br)c1,0.6%,-7.7%,-12.2%,-10.1,-4.9,-27.9%,19.8%
CC1CN(c2ccc(NC(=O)c3ccco3)cc2C(=O)O)CC(C)O1 (centres undefined),-1.8%,-3.5%,-1.3%,-4.1,-2.6,-1.2%,1.4%
O=C(Nc1ccc(F)cc1)NC1CCCc2ccccc21 (centres undefined),-7.5%,-13.6%,5.9%,-7.7,5.5,?,-0.6%
CCc1cc(=O)oc2c(C)c(OCC(=O)NCCCn3ccnc3)ccc12,7.8%,-11.8%,1.0%,-3.8,-1.8,0.2%,6.7%
O=C(NCc1ccccc1)c1ncn(Cc2ccccc2)c1C(=O)NCc1ccccc1,.,-4.4%,-7.1%,.,.,?,?
Cc1ccc2c(c1)CCCN2C(=O)c1ccoc1C,-1.9%,14.8%,-2.7%,-18.7,-3.7,.,0.0%
CC1(C)C2CCC1(CS(=O)(=O)Nc1ccc(S(=O)(=O)N3CCCC3)cc1)C(=O)C2 (centres undefined),1.6%,11.4%,-3.1%,-7.2,-1.4,?,-11.7%
O=C(Nc1ccc(Cl)cc1)c1ccc(S(=O)(=O)N2CCOCC2)cc1,-0.5%,-5.5%,-3.8%,23.2,-9.0,?,-18.6%
COc1ccccc1CNC(=O)CCS(=O)(=O)Cc1ccc(C)cc1,2.3%,2.1%,-11.0%,-7.0,-10.4,27.1%,7.5%
Cc1ccc(CNC(=O)C2CCC(CNc3c(N4CCOCC4)c(=O)c3=O)CC2)cc1 (centres undefined),-4.0%,0.8%,-4.6%,-23.4,-2.2,?,.
CCOc1ccc(CCNC(=O)Cn2cccc2C(=O)c2ccccc2C)cc1OCC,2.5%,-12.1%,-7.3%,-10.7,-4.0,-0.5%,?
O=C(NCCSCc1ccccc1)c1ccc(F)cc1,-8.2%,-8.8%,2.1%,33.5,21.2,?,?
Cn1c(O)c(N=NC(=O)CNC(=O)c2ccco2)c2ccccc21,-3.3%,-5.8%,2.6%,-8.7,-1.0,47.3%[activator],-1.4%
COc1ccc(CN(C(=O)c2oc3cc(C)ccc3c2C)C2CCS(=O)(=O)C2)cc1OC (centres undefined),-3.9%,-17.5%,-11.5%,1.4,-0.6,19.0%,?
Brc1cccc(C2CC(c3ccccc3)n3nnnc3N2)c1 (centres undefined),8.0%,18.1%,-2.9%,-30.2,-1.6,?,?
CCN(c1ccccc1)S(=O)(=O)c1cc(C(=O)NCc2ccco2)ccc1C,.,-1.2%,-5.8%,.,.,13.1µM*,11.7µM*
Cc1ccccc1NC(=O)CSc1ccc(-c2ccccn2)nn1,-5.7%,-12.4%,-8.7%&-0.1%,-11.5,-1.4,?,10.2%
Cc1cc(OCCCC(=O)NNC(=O)c2ccncc2)ccc1Cl,-9.3%,84.9%[activator],5.5%,15.5,-2.1,26.6%,11.2%
Nc1nc(Nc2ccccc2F)nc(NCc2ccccc2)c1[N+](=O)[O-],1.9%,-3.8%,1.6%,-3.2,-1.9,?,?
CC(CNS(=O)(=O)c1ccccc1)Sc1nncn1C (centres undefined),5.3%,-5.9%,-4.9%,13.0,-3.5,?,?
CCOC(=O)N1CCN(C2=C(NS(=O)(=O)c3ccc(C)cc3)C(=O)c3ccccc3C2=O)CC1,0.8%,?,-3.5%,13.1,11.3,3.29µM*,8.28µM*
CCOc1ccccc1NC(=O)c1ccc2c(c1)C(=O)N(CC(C)C)C2=O,-6.7%,0.8%,3.3%,-10.1,-2.7,-8.5%,-16.6%
O=C(CSCc1ccc(Cl)cc1)Nc1ccc(Br)cc1C(=O)O,0.1%,-4.5%,4.8%,-7.2,-2.9,13.9%,-0.6%
COc1ccc(-c2nc(N)ncc2-c2csc(C)n2)c(O)c1,0.3%,44.7%[activator],0.3%,-4.3,-1.9,?,-0.3%
COc1ccccc1CN(C)C(=O)c1cccc(S(=O)(=O)N2CCc3ccccc3C2)c1,.,-5.3%,-2.2%,.,.,?,?
CC1(C)O[C@@H]2[C@H](O1)[C@@H](COS(=O)(=O)O)O[C@H]2n1c(=S)[nH]c2c(=O)[nH]c(N)nc21,.,4.0%,35.5µM*,.,.,49.4%[activator],-9.2%
O=S1(=O)CC(O)C(NCc2ccco2)C1 (centres undefined),4.0%,0.5%,0.0%,-28.2,0.7,23.4%,15.3%
COc1cc(C(=O)NNC2=NC(C)(C)Cc3cc(C)c(C)cc32)cc(OC)c1OC,0.1%,81.6%[activator],-5.1%,-12.2,-4.0,-21.4%,10.1%
O=C1c2ccccc2C(Nc2ccc(S(=O)(=O)N3CCCCCC3)cc2)N1c1ccccn1 (centres undefined),-3.6%,0.0%,-0.2%,-3.6,-7.6,-25.1%,.
CN(/N=C/c1ccc2c(c1)OCO2)c1ccccc1,-9.2%,9.9%[2.32 µM],-18.4%,127.1*,95.1*,?,138.9%[activator]
CO/N=C/c1c(C(=O)OC)nn(-c2ccccc2)c1Cl,-2.6%,12.3%,-27.6%,-1.1,0.9,4.4%,0.5%
CCOC(=O)C1CCCCN1C(=O)CCn1nnnc1CN1CCOCC1 (centres undefined),-0.9%,-1.2%,17.9%,16.1,-7.2,6.2%,13.8%
COc1cc(/C=N/Nc2ccc(Cl)c(C(=O)O)c2)ccc1OC(=O)c1cccs1,2.8%,5.3%,-15.1%,47.4,14.3,49.2%[activator],i
CCc1cc(=O)oc2c(C)c(OCC(=O)N3C[C@H]4C[C@@H](C3)c3cccc(=O)n3C4)ccc12,-9.7%,11.1%,-4.0%,-1.9,-0.4,-5.1%,?
CCCCCCN(C(=O)CCCCCN1C(=O)NC(c2ccc(C(C)(C)C)cc2)C(C(=O)OCc2ccccc2)=C1C)C(C(=O)NCCCC)c1ccc(OCC(=O)OC)c(C(=O)OC)c1 (centres undefined),2.1%,.,.,-3.4,-2.6,2.08µM*,2.08µM*
CCOc1cccc(C(=O)NC(=S)Nc2cccc(C)c2)c1,4.6%,16.3%,-1.8%,65.5*,8.9,?,45.6%[activator]
O=C(NCc1csc(-c2cccs2)n1)Nc1ccc(F)cc1F,2.9%,4.0%,0.1%,21.1,6.6,-8.1%,-0.5%

# Reformatted with two lines to a compound: part of the list above
# Every second line gives: LmPK inhibitor, AMA1-RON2 inh, TbPYK inhibitor, Shiga inhibitor, Cycloheximide cs, Pf growth 96h, Pf growth 48h
O=S1(=O)CC(O)C(NCc2ccco2)C1 (centres undefined)
    4.0%, 0.5%, 0.0%, -28.2, 0.7, 23.4%, 15.3%
COc1cc(C(=O)NNC2=NC(C)(C)Cc3cc(C)c(C)cc32)cc(OC)c1OC
    0.1%, 81.6%[activator], -5.1%, -12.2, -4.0, -21.4%, 10.1%
O=C1c2ccccc2C(Nc2ccc(S(=O)(=O)N3CCCCCC3)cc2)N1c1ccccn1 (centres undefined)
    -3.6%, 0.0%, -0.2%, -3.6, -7.6, -25.1%, .
CN(/N=C/c1ccc2c(c1)OCO2)c1ccccc1
    -9.2%, 9.9%[2.32 µM], -18.4%, 127.1*, 95.1*, ?, 138.9%[activator]
CO/N=C/c1c(C(=O)OC)nn(-c2ccccc2)c1Cl
    -2.6%, 12.3%, -27.6%, -1.1, 0.9, 4.4%, 0.5%
CCOC(=O)C1CCCCN1C(=O)CCn1nnnc1CN1CCOCC1 (centres undefined)
    -0.9%, -1.2%, 17.9%, 16.1, -7.2, 6.2%, 13.8%
COc1cc(/C=N/Nc2ccc(Cl)c(C(=O)O)c2)ccc1OC(=O)c1cccs1
    2.8%, 5.3%, -15.1%, 47.4, 14.3, 49.2%[activator], i
CCc1cc(=O)oc2c(C)c(OCC(=O)N3C[C@H]4C[C@@H](C3)c3cccc(=O)n3C4)ccc12
    -9.7%, 11.1%, -4.0%, -1.9, -0.4, -5.1%, ?

# Additional records follow:
SMILES,LmPK inhibitor,AMA1-RON2 inh,TbPYK inhibitor,Shiga inhibitor,Cycloheximide cs,Pf growth 96h,Pf growth 48h
Cc1cc(Nc2c(C)cccc2C)n2nc(C)nc2n1,8.5%,-0.3%,-1.5%,-11.8,-4.5,?,.
C=CCOc1c(Br)cc(/C=C(\C#N)C(N)=O)cc1OC,-0.8%,-3.4%,-9.0%,-5.4,-1.8,17.4%,-1.5%
Cc1c(C(=O)N(Cc2cccc(Br)c2)C2CCS(=O)(=O)C2)oc2ccccc12 (centres undefined),-8.8%,-5.0%,0.0%,-5.7,-10.3,13.1µM*,?
CC1=NN(C(=O)c2nn(C)cc2Br)C(O)(C(F)(F)F)C1 (centres undefined),-5.6%,33.7%[activator],-4.6%,59.5*,35.1*,?,17.2%
CCc1ccc(N2CC(C(=O)Nc3nnc(CC)s3)CC2=O)cc1 (centres undefined),4.3%,0.0%,1.6%,-10.1,-5.1,23.1%,.
CCN1C(=O)/C(=C2\C=Cc3cc(C)ccc3N2CC)OC1=S,-4.1%,?,-12.0%,7.4,-1.8,0.2%,-2.6%
O=[N+]([O-])c1ccccc1OCC(O)CN1CCN(CC(O)COc2ccccc2[N+](=O)[O-])CC1 (centres undefined),2.3%,-1.1%,2.6%,12.9,-0.6,18.6%,?
CN(C)c1nc(N)nc(-c2nc3ccccc3s2)n1,-3.2%,20.3%,-0.4%,100.8*,39.4*,.,136.3%[activator]
CSCC[C@H](NC(=O)N1CCn2c1nc1ccccc12)C(=O)N1CCCCC1,5.7%,111.0%[activator],3.1%,16.4,0.6,6.7%,-16.8%
CC(=O)Nc1cccc(NC(=O)CSc2nnnn2C(C)C)c1,-4.0%,23.7%,-4.2%,-8.7,0.4,?,2.6%
Fc1ccccc1CN1CCN(c2ccc(Cl)cc2)CC1,-1.3%,-5.4%,-4.9%,-3.0,-4.4,0.0%,12.4%
Cn1cc(S(=O)(=O)N2CCCC2)cc1C(=O)NCc1ccc(F)cc1,-9.0%,7.4%,5.7%,14.6,-2.1,30.8%[activator],9.4%
Cc1cc(CNC(=O)CC2C(=O)NCCN2CC(c2ccccc2)c2ccccc2)on1 (centres undefined),1.2%,2.4%,-4.2%,13.8,-2.4,14.7µM*,1.5%
O=C(O)[C@H]1CCCN1C(=O)c1ccccc1N1C(=O)[C@@H]2Cc3c([nH]c4ccccc34)C(c3cccc(Cl)c3)N2C1=O (some centres undefined),0.1%,-10.8%,-1.8%,-2.5,-3.0,?,?
CC(C)OC(=O)c1ccc(N2CCN(c3ccc(F)cc3)CC2)nc1,0.7%,-8.1%,-14.2%,-10.6,-6.2,?,?
COCCCNCCOCCOc1ccccc1-c1ccccc1,2.8%,-5.2%,25.6%,-3.3,-2.6,?,-8.3%
